# Screening results deposited in PubChem BioAssay by Southern Research Specialized Biocontainment Screening Center.
# H1N1 NS1A inhibition: H1N1 influenza NS1A inhibitors, functional cell based assay (AID 504329); 340,000 tested, 0.3% active; NS1A functional cell-based assay, percent inhibition; higher % means a stronger effect; one-dose inhibition, % at 12.5 µM; IC50 in µM for titrated hits; in the data active means a potency from the dose series; inconclusive means inhibition above about 27% without an active follow-up result; further: strong numbers were not always called active
# VEEV TC-83 Vero: inhibitors of VEEV TC-83 cytopathic effect, confirmation, Vero cells (AID 588727); 350,000 tested, 0.13% active; Vero cells, VEEV TC-83 cytopathic effect inhibition; higher % means a stronger effect; one-dose inhibition, % at 20 µM; IC50 in µM for titrated hits; in the data active means a potency from the dose series; inconclusive means inhibition mostly from about 14% at the one dose, without a potency; inactive means the rest, 99 in 100 with inhibition below about 12%; further: strong numbers were not always called active
# PhoP GFP inhibition: PhoP regulon inhibitors, Salmonella typhi PhoP promoter GFP reporter, confirmatory (AID 1850); Salmonella Typhi PhoP-promoter GFP reporter, fluorescence, 4 h; higher % means a stronger effect; one-dose inhibition, % at 50 µM; IC50 in µM for titrated hits; 310,000 tested, 0.33% active; in the data active means a potency from the dose series; inconclusive means inhibition mostly from about 25% at the one dose, without a potency; inactive means the rest, 99 in 100 with inhibition below about 19%;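 further: 0% = induced wells with vehicle and 100% = uninduced wells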
# M. tuberculosis HTS: M. tuberculosis growth inhibition, HTS (AID 449762) | M. tuberculosis H37Rv growth inhibition, 7H9 media; higher % means a stronger effect | inhibition, % at 25 µM; hits with a dose series show IC50 in µM | 330,000 tested, 0.59% active; in the data active means a potency from the dose series; inconclusive means inhibition above about 70% without an active follow-up result;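 further: bacterial growth assessed after seven days of incubation; strong numbers were not always called active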
# M. tuberculosis: growth inhibition of non-replicating M. tuberculosis (AID 488890); 320,000 tested, 0.39% active; Mycobacterium tuberculosis non-replicating, growth inhibition; higher % means a stronger effect; one-dose inhibition, % at 25 µM; IC50 in µM for titrated hits; in the data active means a potency from the dose series; inconclusive means inhibition mostly from about 82% at the one dose, without a potency; inactive means the rest, 99 in 100 with inhibition below about 76%;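 further: plate controls were DMSO cells for no effect and high antibiotic wells for full effect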
# VEEV TC-83 Vero 10K pilot screen: recorded beside VEEV TC-83 Vero, whose call it bears; inhibition, %; measured here: 10K pilot screen inhibition
# Starred values were filed as active, the others as inactive; i = inactive; ? = inconclusive; / = not tested or not shown. Hits appear at their usual frequency, and some 1.5% of all compounds hit somewhere here.
SMILES,H1N1 NS1A inhibition,VEEV TC-83 Vero,PhoP GFP inhibition,M. tuberculosis HTS,M. tuberculosis,others
O=C(Nc1ccccc1)NC1CC2CCC(C1)N2Cc1nnnn1Cc1ccc2c(c1)OCO2 (stereo not given),13%,8.7%,-4%,-6%,11%,
C#CCn1c(=NC(=O)CN2C(=O)CCC2=O)sc2cccc(C)c21,28%,0.9%,-4%,-4%,14%,
C=CCN(C(=O)c1ccc2c(c1)nnn2C)c1ccccc1,4%,0.3%,4%,2%,-10%,
Cc1cc(C)cc(-n2nnc(C(=O)NCc3ccc4c(c3)OCO4)c2N)c1,3%,7.7%,-10%,0%,13%,
CC(=O)c1ccc2noc(-c3cccc(C)c3)c2c1,2%,0.8%,-28%,12%,15%,
Cc1ccc2[nH]c3nc(SCC#N)nnc3c2c1,3%,0.7%,1%,5%,-17%,
O=C(c1ccccn1)N(Cc1ccco1)C1(C(=O)NC2CCCCC2)CCCCC1,-1%,0.9%,13%,-2%,33%,
COC(=O)c1ccccc1NC(=O)CSc1nc(N)cc(N)n1,4%,2.0%,-17%,65%,41%,
CN(C)S(=O)(=O)c1cccc(C(=O)NCCCn2ccnc2)c1,9%,0.7%,10%,5%,-8%,
O=C(O)C1CSC(c2cccnc2)N1 (stereo not given),1%,i,2%,-8%,2%,
COc1ccc(-n2c(COc3cccc4cccnc34)nnc2SCC(=O)O)cc1,-13%,1.1%,-6%,-2%,-3%,
CC1C(c2ccccc2)N(C)C(c2ccccc2)CC1(O)c1ccccc1 (stereo not given),28%,i,-1%,?,37%,
COc1ccc(C2=NS(=O)(=O)N(C)C(C(=O)NCc3ccccn3)=C2)cc1OC,0%,i,0%,-11%,-21%,
O=C(Nc1ccc2c(c1)OCCO2)c1ccc(Br)o1,15%,1.4%,-6%,1%,72%,
O=C(Nc1ccc(NC(=S)NC(=O)c2cccs2)cc1)c1ccccc1,-3%,0.1%,-1%,-14%,6%,
Cc1csc(CCc2nc(C)cs2)n1,8%,0.8%,-29%,-1%,2%,
CCOc1cc2c(cc1OCC)C(c1ccc(C(=O)O)cc1)NCC2 (stereo not given),23%,1.7%,-4%,3%,-7%,
O=C(CSc1ncccn1)Nc1ccc2c(c1)OCO2,-8%,1.2%,/,-7%,16%,
CC(C(=O)Nc1ccccc1)N(c1cccc(Cl)c1)S(C)(=O)=O (stereo not given),7%,i,13%,-4%,-1%,VEEV TC-83 Vero 10K pilot screen=0.4
CCCCN(c1ccccc1)c1ncnc2nc[nH]c12,3%,9.6%,-4%,-11%,/,
COc1cc(SC)ccc1C(=O)Nc1nc(C)cc(C)n1,-12%,0.5%,-2%,5%,27%,
O=C(O)Cn1cc(/C=N/NC(=O)c2cc3cc(Br)ccc3o2)c2ccccc21,9%,1.5%,5%,57%,4%,
CCOc1ccc2nc(NC(=O)CSc3nc4cccnc4n3C)sc2c1,0%,1.3%,0%,-5%,-14%,
COc1cc(NC(=O)CSc2nnc(-c3ccncc3)o2)cc(OC)c1OC,-10%,2.1%,-12%,-3%,-14%,
CCN(CC)S(=O)(=O)c1cccc(C(=O)N/N=C/c2cccc(O)c2O)c1,10%,?,0%,-24%,8%,

# Going on with the list.
SMILES,H1N1 NS1A inhibition,VEEV TC-83 Vero,PhoP GFP inhibition,M. tuberculosis HTS,M. tuberculosis,others
CCN(CC)C(=O)C1CCCN(C(=O)Nc2ccc(NC(=O)N3CCCC(C(=O)N(CC)CC)C3)cc2)C1 (stereo not given),11%,1.8%,1%,-4%,-12%,
Cc1cccc(OC(C)C(=O)Nc2cc(Cl)ccc2-n2cncn2)c1 (stereo not given),-10%,0.5%,/,13%,20%,
CCCCOC(=O)C[N+](C)(C)CCOC1CC2CCC1(C)C2(C)C (stereo not given),8%,0.8%,-2%,0%,32%,
CSc1ccc(Cl)c(C(=O)Nc2ccc(Cl)cn2)c1,1%,1.0%,6%,1%,4%,
O=C(Cc1csc(-c2ccccc2)n1)NCc1cccs1,0%,0.7%,-5%,6%,20%,
NNS(=O)(=O)c1ccc2c(c1)Cc1cc(S(=O)(=O)NN)ccc1-2,1%,0.1%,-14%,3%,-7%,
Cc1ccc(C(=O)NCCc2ccccc2)cc1,-5%,i,-5%,7%,?,
COc1cccc(CNCCSc2nnnn2C)c1,2%,2.6%,7%,-3%,1%,
O=C1CCC/C(=N\NC(=O)c2ccc(CSc3cccc4cccnc34)cc2)C1,-7%,2.9%,3%,2%,1%,
COc1ccccc1/C=C(/C(=O)OCC(=O)Nc1cc(C)ccc1C)c1ccccc1,7%,1.1%,-6%,4%,-1%,
Cc1cccnc1NC(=O)c1ccc(S(=O)(=O)N2CCC(C)CC2)cc1,7%,0.8%,-12%,-8%,26%,
COc1ccccc1N1CCN(CC(=O)Nc2sccc2C#N)CC1,-2%,1.8%,-2%,-3%,1%,
COc1ccc(S(=O)(=O)NCC(=O)N(CC(=O)NCC2CCCO2)c2cc(C)ccc2C)cc1 (stereo not given),2%,0.7%,-6%,-4%,9%,
O=C(O)c1ccc(Cl)c(S(=O)(=O)N(Cc2ccccc2)c2ccccc2Cl)c1,0%,i,8%,0%,16%,
NCc1ccccc1COc1ccccc1,10%,i,-1%,2%,-2%,
O=C(Nc1nc(=O)n(C(=O)C2CC2)s1)c1ccccc1,-11%,i,-2%,-4%,47%,
O=C(c1ccc2c(=O)n(-c3ccccc3)c(=O)[nH]c2c1)N1CCCCC1,-7%,0.1%,-1%,-7%,-13%,
CCCOc1ccc(CCC(=O)N/N=C/c2ccncc2)cc1,-6%,i,1%,-2%,/,
O=C(c1ccc(Br)o1)N1CCc2ccccc21,/,/,0%,-3%,47%,
COCCNC(=O)CCn1c(=O)oc2ccccc21,4%,i,-3%,-12%,-3%,
Cc1cccc(OCCNc2cc(N3CCOCC3)ccc2[N+](=O)[O-])c1,0%,0.4%,2%,1%,5%,
Cn1c(SCC(=O)Nc2cccc(F)c2)nnc1-c1cccnc1,10%,i,-5%,-11%,6%,
CCCCc1cc(=O)oc2cc(OS(C)(=O)=O)ccc12,7%,0.3%,4%,-1%,-1%,
O=C(NCCNC(=O)c1ccc(-c2ccc(Cl)c(Cl)c2)o1)c1cnccn1,-14%,2.4%,1%,?,23%,
CCOc1ccc(C(=O)NCC(=O)NCC2CCCCC2)cc1OCC,5%,1.1%,-2%,4%,-3%,

# (cont.)
SMILES,H1N1 NS1A inhibition,VEEV TC-83 Vero,PhoP GFP inhibition,M. tuberculosis HTS,M. tuberculosis,others
O=C(Cn1c(C(=O)OCCO)cc2ccccc21)c1ccccc1,2%,i,-6%,1%,17%,
CC(=O)N(Cc1nc2sc(C)c(C)c2c(=O)[nH]1)C1CCCC1,5%,i,5%,-3%,16%,
Cc1cc(C)cc(NC(=O)CSc2nc3c(oc4ccccc43)c(=O)n2-c2ccccc2)c1,2%,11%,-10%,-3%,59%,
COc1cc(OC)cc(C(=O)NNC(=S)Nc2ccc(S(N)(=O)=O)cc2)c1,0%,3.4%,-2%,15%,0%,
CCOc1ccc(Cn2c(=O)sc3ccccc32)cc1OC,-9%,0.3%,5%,6%,11%,
N#CC(c1ccncc1)(c1ncc(C(F)(F)F)cc1Cl)N1CCOCC1 (stereo not given),10%,9.1%,3%,8%,-6%,
COc1ccc(OC)c(NC(=O)CNC(=O)c2ccc([N+](=O)[O-])cc2)c1,-2%,3.8%,3%,16%,17%,
O=C(COC(=O)C12CC3CC(CC(C3)C1)C2)NCCc1ccccc1,-2%,i,-13%,0%,6%,
C=C1CC2C(CCC3(C)C2CCC3(O)C(C)=O)C2(C)CCC(=O)C=C12 (stereo not given),-13%,6.8%,2%,-3%,35%,
Cc1cccc2cc(/C=N/NC(=O)CN3CCOCC3)c(Cl)nc12,-6%,1.6%,-11%,-6%,-9%,
CCn1c(=O)c2c(nc3n2CCCN3CCc2ccc(OC)c(OC)c2)n(C)c1=O,-2%,5.3%,-7%,15%,0%,
O=C1OCC2=C1C(c1ccccc1)CC(=O)N2c1ccccc1 (stereo not given),-20%,1.8%,-5%,5%,-3%,
CCOC(=O)C(=O)N/N=C/c1ccc(F)cc1,-20%,i,0%,-2%,-21%,
NC(=O)C1CCN(C2CC(=O)NC2=O)CC1 (stereo not given),-9%,1.2%,0%,-8%,i,
Cn1c(O)c(C=Nc2ccc(Cl)cc2)c(=O)n(C)c1=O,-1%,i,-4%,-7%,-5%,
CCOc1ccc(CCNC(=O)CCC(=O)N2CCOc3ccc(C)cc32)cc1OCC,7%,0.1%,3%,4%,19%,VEEV TC-83 Vero 10K pilot screen=0.0
COc1cc(S(=O)(=O)NC(C)C)ccc1Cl,-28%,1.4%,6%,-8%,-1%,
COc1ccc(CNC(=O)c2ccc(NC(=O)CC3SC(N4CCCCC4)=NC3=O)cc2)cc1 (stereo not given),-6%,0.8%,15%,-1%,0%,
Cc1ccnc(NC(=O)C2CCC(CNc3c(N4CCCC4)c(=O)c3=O)CC2)c1 (stereo not given),2%,0.9%,9%,2%,/,
COc1ccccc1/C=C/C=N/NC(=O)c1ccccn1,0%,2.9%,-5%,?,71%,
Cn1cnc(Sc2ncnc3nc[nH]c23)c1[N+](=O)[O-],6%,2.1%,19%,9.9µM*,68%,
Cc1nn(-c2ccccc2)nc1C(N)=O,0%,0.6%,-1%,-2%,-27%,
N#Cc1c(-c2ccc3c(c2)OCO3)ccn2nc(-c3cccc(C(F)(F)F)c3)nc12,-2%,7.7%,3%,-1%,-1%,
CN(C)/C=C(\C=O)c1ccc(Cl)cc1Cl,2%,0.3%,-7%,5%,25%,
NC(=S)N/N=C1\CCOc2ccc(F)cc21,1%,i,11%,-14%,66%,

# Among those listed so far, 6 contain a furan ring, fused or not.
SMILES,H1N1 NS1A inhibition,VEEV TC-83 Vero,PhoP GFP inhibition,M. tuberculosis HTS,M. tuberculosis,others
O=C(c1ccccn1)N(Cc1ccco1)C1(C(=O)NC2CCCCC2)CCCCC1,-1%,0.9%,13%,-2%,33%,
O=C(Nc1ccc2c(c1)OCCO2)c1ccc(Br)o1,15%,1.4%,-6%,1%,72%,
O=C(O)Cn1cc(/C=N/NC(=O)c2cc3cc(Br)ccc3o2)c2ccccc21,9%,1.5%,5%,57%,4%,
O=C(c1ccc(Br)o1)N1CCc2ccccc21,/,/,0%,-3%,47%,
O=C(NCCNC(=O)c1ccc(-c2ccc(Cl)c(Cl)c2)o1)c1cnccn1,-14%,2.4%,1%,?,23%,
Cc1cc(C)cc(NC(=O)CSc2nc3c(oc4ccccc43)c(=O)n2-c2ccccc2)c1,2%,11%,-10%,-3%,59%,

# The list continues:
SMILES,H1N1 NS1A inhibition,VEEV TC-83 Vero,PhoP GFP inhibition,M. tuberculosis HTS,M. tuberculosis,others
O=C(COC(=O)Cn1cnc2ccccc21)Nc1cccc2c1C(=O)c1ccccc1C2=O,6%,1.0%,-10%,9%,-4%,
Cc1ccc(S(=O)(=O)N(C)C)cc1NC(=O)C(C)OC(=O)c1ccc2ccccc2n1 (stereo not given),1%,0.3%,/,0%,-2%,
CCOC(=O)CNC(=O)c1cc(-c2ccccn2)nc2c(C)c(Cl)ccc12,2%,11%,4%,1%,3%,
CCc1nnc(NC(=O)CSc2ncnc3c2oc2ccccc23)s1,5%,1.1%,-1%,-11%,-13%,
CCOc1ccccc1-n1c(C)nc2cc(C(=O)O)ccc21,-3%,1.5%,-4%,-1%,-1%,
Cc1ccc(C(=O)NCC(=O)OCC(=O)Nc2cc(S(=O)(=O)N3CCOCC3)ccc2C)cc1,-1%,2.5%,-3%,7%,-6%,
COc1ccc(CN(C)CC(=O)Nc2ccc(SC(F)F)cc2)cc1OC,-11%,0.1%,13%,-2%,47%,
COc1cc(NC(=O)c2ccc(Cl)cc2Cl)ccc1NC(=O)c1cccs1,-13%,1.9%,13%,3%,-4%,
Cc1cc(N2C(=O)C(O)=C(C(=O)c3cccs3)C2c2cccc(O)c2)no1 (stereo not given),7%,1.3%,4%,-11%,20%,
CCCC1=[N+](CC(=O)c2ccccc2)CCn2cccc21,3%,1.4%,0%,-1%,12%,
O=C(Nc1ccc(S(=O)(=O)NC2=NCCCCC2)cc1)C1COc2ccccc2O1 (stereo not given),-7%,0.3%,0%,5%,1%,
CC(=O)c1c(C)[nH]c(C(=O)OCC(=O)NCCC(C)C)c1C,-7%,0.5%,-3%,-5%,27%,
Cc1ccc(N2CC(C(=O)N3CCCc4ccccc43)CC2=O)cc1 (stereo not given),-1%,11%,5%,1%,18%,
O=C(c1ccccc1)c1c[nH]c(C(=O)C(Cl)(Cl)Cl)c1,-4%,3.3%,-8%,68%,64%,
Cc1ccc(-n2[nH]c(C)c(C=Nc3ccc(S(=O)(=O)Nc4nccs4)cc3)c2=O)c(C)c1,/,/,-3%,5.7µM*,75%,
